# Screening data (PubChem BioAssay)
# V-ATPase pHluor – regulators of yeast V-ATPase proton pumping, primary screen, pHLuorin cytosolic pH fluorescence; S. cerevisiae; 350,000 compounds, 0.37% hits; response, % at 10 µM; in the data active = response mostly above about 7.3%, no sharp cut-off; inactive = mostly below about 5.4%; also: actives read high; inactives centre near 0; some compounds called inactive have numbers as strong as hits; reference of the scale not given here
# NSD2 inh – NSD2 histone methyltransferase inhibitors, primary screen, biochemical, AlphaScreen, single concentration, set 2; AID 743445, 2014; 310,000 compounds, 0.54% hits; Histone-lysine N-methyltransferase NSD2 (Homo sapiens), O96028; NSD2 peptide methylation, 120 min; inhibition, % at 12.5 µM; in the data active = inhibition above about 50%
# HTR5A ag ctr – HTR5A agonists in luminescence cell assay, primary screen, counter-screen for OPRM1-OPRD1 heterodimer agonist project, full-deck HTS; 5-hydroxytryptamine receptor 5A (Homo sapiens), P47898; cell-based; activation, % at 9.3 µM; 340,000 compounds, 0.61% hits; AID 504692, 2011; in the data active = activation mostly above about 9.5%, no sharp cut-off; inactive = mostly below about 7.6%;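 also: 0% = cells with vehicle only and 100% = reference agonist; strong numbers were not always called active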
# Target sequence (P47898 whole entry, looked up): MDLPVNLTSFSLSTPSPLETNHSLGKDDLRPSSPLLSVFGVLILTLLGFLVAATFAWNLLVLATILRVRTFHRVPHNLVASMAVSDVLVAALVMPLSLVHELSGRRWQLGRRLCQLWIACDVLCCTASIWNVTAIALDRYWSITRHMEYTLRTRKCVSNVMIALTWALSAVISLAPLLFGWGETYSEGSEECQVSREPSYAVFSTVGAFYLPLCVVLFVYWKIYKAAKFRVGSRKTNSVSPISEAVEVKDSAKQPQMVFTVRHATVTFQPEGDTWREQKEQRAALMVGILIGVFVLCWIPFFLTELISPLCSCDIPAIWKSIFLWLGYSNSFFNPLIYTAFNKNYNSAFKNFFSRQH
# PvdQ inh – P. aeruginosa PvdQ acylase inhibitors, primary screen, biochemical, fluorescence, plate reader and imaging, single point; PvdQ acylase [Pseudomonas aeruginosa LESB58]; purified PvdQ acylase; inhibition, % at 10 µM; 340,000 compounds, 0.063% hits; AID 488965, 2010; in the data active = inhibition above about 30%, passing the limit was not always enough;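 also: 0% = vehicle neutral wells and 100% = reference inhibitor wells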
# HTR5A inv ctr – HTR5A inverse agonists in luminescence cell assay, primary screen, counter-screen for OPRM1-OPRD1 heterodimer inverse agonist project, full-deck HTS. 5-hydroxytryptamine receptor 5A (Homo sapiens), P47898. HTR5A cell line, inverse agonism. inhibition, % at 9.3 µM. 340,000 compounds, 0.083% hits; in the data active = inhibition mostly above about 23%, no sharp cut-off; inactive = mostly below about 18%;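 also: 0% = cells with DMSO and 100% = no-cell wells with DMSO; some compounds called inactive have numbers as strong as hits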
# SR-BI HDL uptake – inhibitors of SR-BI mediated HDL lipid uptake, primary screen, ldlA[mSR-BI] cells, fluorescence, single point | Scavenger receptor class B member 1 (Mus musculus), Q61009 | ldlA[mSR-BI] CHO cells, DiI-HDL uptake fluorescence, 3 h | inhibition, % at 12.5 µM | 320,000 compounds, 0.96% hits | AID 488896, 2010;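 active = mean replicate inhibition of at least 70% and a set share of replicates each scoring 70 or more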;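 also: 0% = median of neutral control wells and 100% = median of positive control wells; values of inactives mirror those of a sister screen read the other way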
# Target sequence (Q61009 whole entry, looked up): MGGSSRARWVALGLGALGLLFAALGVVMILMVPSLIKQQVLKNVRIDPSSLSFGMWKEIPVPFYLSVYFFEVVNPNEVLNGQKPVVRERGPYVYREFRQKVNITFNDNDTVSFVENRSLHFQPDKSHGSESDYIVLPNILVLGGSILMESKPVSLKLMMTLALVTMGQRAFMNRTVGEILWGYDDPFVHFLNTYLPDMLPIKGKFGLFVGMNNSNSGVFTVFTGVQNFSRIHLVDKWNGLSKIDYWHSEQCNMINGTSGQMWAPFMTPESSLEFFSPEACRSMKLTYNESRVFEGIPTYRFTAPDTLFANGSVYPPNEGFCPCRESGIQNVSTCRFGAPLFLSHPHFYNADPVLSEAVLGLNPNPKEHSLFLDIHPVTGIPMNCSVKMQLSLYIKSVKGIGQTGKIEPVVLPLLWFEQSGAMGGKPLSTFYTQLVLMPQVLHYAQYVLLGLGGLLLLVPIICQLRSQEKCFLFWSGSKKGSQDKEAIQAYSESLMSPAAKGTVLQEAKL
# CDK5 inh – inhibitors of human CDK5/p35 kinase, primary screen, biochemical, single concentration | Cyclin-dependent kinase 5 (Homo sapiens) + Cyclin-dependent kinase 5 activator 1 (Homo … | Recombinant CDK5/p35, ADP-Glo luminescence, 60 min | inhibition, % at 10 µM | 330,000 compounds, 0.01% hits | AID 488839, 2010;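 active = highest replicate inhibition of at least 50% and at least 75% of replicates reaching 50%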;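 also: plate controls were DMSO neutral control for no effect and GW8510 at 10 µM for full effect; many of its hits are not listed in these tables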
# Wnt bcat act – Wnt/beta-catenin pathway activators, primary screen, cell-based, plate reader, single point | Wnt/beta-catenin reporter cell assay, activator | activation, % at 9.35 µM | 300,000 compounds, 1.2% hits; in the data active = activation above about 30%, passing the limit was not always enough;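 also: 0% = neutral control wells and 100% = positive control wells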
# MITF act – activators of MITF-driven TRPM1 promoter reporter, primary screen, cell-based, SK-MEL-5, luciferase, single point. 300,000 compounds, 0.75% hits. activation, % at 12.5 µM. SK-MEL-5 TRPM1-promoter luciferase, 24 h; % of positive control, neutral wells = 0;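 active = mean activation of at least 80% with every replicate also reaching 80%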;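 also: 0% = neutral control wells and 100% = parthenolide positive control wells; values of inactives mirror those of a sister screen read the other way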
# dFosB act – activators of delta FosB homodimer, primary screen, biochemical, fluorescence polarization, TAMRA-CDK5 oligo, single point. Protein FosB (Mus musculus), P13346. purified delta FosB; percent of positive-control signal above neutral wells. activation, % at 25 µM. 340,000 compounds, 0.99% hits. AID 493131, 2011;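 active = mean activation above about 17%, with every replicate also reaching it, limit read from the data, passing the limit was not always enough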;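 also: fluorescence polarization rise as delta FosB binds a TAMRA Cdk5 AP-1 oligo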
# The depositor's hits bear a star; . = no result given. Not all compounds are listed; count on the stated rates, not on these rows.
SMILES,V-ATPase pHluor,NSD2 inh,HTR5A ag ctr,PvdQ inh,HTR5A inv ctr,SR-BI HDL uptake,CDK5 inh,Wnt bcat act,MITF act,dFosB act
CC(N)Cc1c[nH]c2cc3c(cc12)OCCO3 (stereo not given),3.4,10.6,5.5,-14.1,4.5,-7.2,2.7,-1.2,0.0,-0.8
Oc1cc(Cl)ccc1Oc1ccc(Cl)cc1Cl,0.6,.,8.1,-10.7,-1.4,20.0,-1.9,-1.4,1.0,1.0
O=C(CN1CCN(CCO)CC1)Nc1ccc(Cl)cc1C(=O)c1ccccc1,1.5,2.9,1.1,9.3,-8.4,-38.4,2.4,.,9.0,-2.9
c1ccc2c(c1)[nH]c1cnccc12,1.2,.,3.5,7.3,13.5,5.0,2.5,-0.7,7.1,-1.9
CC(=O)NC(Cc1ccc(N(CCCl)CCCl)cc1)C(=O)O (stereo not given),-3.1,0.1,-1.4,-1.1,4.5,-13.7,0.0,-0.4,-3.0,2.4
CCC(C)/C=C(C)/C=C/C1=CC2=C(Cl)C(=O)C(C)(OC(C)=O)C(=O)C2=CO1 (stereo not given),-1.0,.,0.5,1.3,-3.0,13.9,-0.6,.,.,3.2
CC=C(CC)C1(CCC)C(=O)NC(=S)NC1=O,2.6,1.0,-4.3,-5.5,16.7,11.3,-0.1,-1.4,4.6,2.3
CCOc1ccc(-n2c(O)c(C=NCCN3CCNCC3)c(=O)[nH]c2=O)cc1,6.2,.,1.1,-10.2,-11.6,-18.1,-1.1,.,-8.1,-8.0
CCCC(=O)NC1=C(N2CC2)C(=O)C(NC(=O)CCC)=C(N2CC2)C1=O,-0.3,92.1*,-4.1,-5.8,14.6,-16.0,0.1,0.3,-50.2,-0.9
CC1(C)COC(Nc2ccc(Cl)cc2)=N1,0.3,7.8,-2.7,-9.0,6.6,-30.1,-2.7,6.0,.,-9.5
O=C(CCN1C(=O)COc2ccccc21)N1CCC2(CC1)OCCO2,-1.6,0.3,11.4,-16.7,5.7,-38.9,-0.2,.,-4.8,-0.7
C#CCN1C(=O)C2(C(C#N)=C(N)OC(C)=C2C(=O)OCc2ccccc2)c2ccccc21 (stereo not given),-0.1,3.5,-3.4,-2.6,11.9,4.0,1.3,.,.,-3.2
CN(C)C(=O)Oc1ccc2c(c1)O/C(=C\c1cccc(Cl)c1)C2=O,-2.5,-2.0,-4.5,0.6,16.1,2.0,0.6,4.1,64.5,-14.1
CCCn1c(C)cc(C=O)c1C,2.0,5.8,-0.1,-8.8,-15.2,8.0,0.3,-1.8,-9.6,4.8
COc1ccc(NC(=O)c2cn(CCC#N)nc2-c2cccc(Br)c2)cc1,1.8,-1.0,-0.8,-11.6,2.8,-3.6,1.1,-1.0,9.2,-10.4
C[C@]12CCC(=O)C=C1C=CC1C2CC[C@]2(C)C(=O)CCC12 (stereo not given in full),-2.2,1.3,-1.3,8.3,5.2,-7.8,-0.4,-3.8,5.8,-16.9
CN1CCN(c2nc([N+](=O)[O-])nn2C)CC1,1.0,-2.6,-0.9,-0.4,-14.3,-15.5,0.4,.,-4.1,1.6
COc1ccc(C2SCC(=O)Nc3c2c(C)nn3-c2ccccc2)cc1 (stereo not given),-2.4,.,4.3,-21.7,-10.8,-23.6,-4.0,-1.6,.,2.2
CN(C)C1=NP(N(C)C)(N(C)C)=NC(c2ccccc2)=N1,0.2,2.1,-0.3,-12.4,-16.5,-7.5,1.0,-2.4,3.0,-3.8
Cc1nccn1Cc1ccc(Cl)nc1,0.6,-4.5,1.5,-5.6,-7.2,-18.1,0.3,-0.8,-0.4,3.1
N#Cc1ccccc1OCC(=O)N1CCN(CC(=O)Nc2ccc(F)cc2)CC1,-0.5,2.8,3.4,-14.9,-8.2,-2.2,-1.4,2.0,-14.6,-7.3
Fc1ccccc1N1CCN(Cc2c(F)cccc2F)CC1,-3.1,5.3,2.9,-3.2,-0.6,4.2,-1.0,.,13.0,5.0
CCSP1(=S)N=C(N2CCOCC2)C(C#N)=C2CCCN21 (stereo not given),1.1,2.8,-6.6,-10.8,17.2,-3.7,-0.5,.,-0.5,0.9
CC(C)CC12CN3CCN(CC(C3)/C1=N/O)C2,-1.9,-0.1,-3.6,-8.3,10.0,4.3,1.0,-0.1,.,4.7
O=S(=O)(NC1CN2CCC1CC2)c1ccc(Cl)cc1 (stereo not given),0.0,1.2,-1.6,8.5,4.6,.,-0.3,-0.5,8.0,-4.3
C=CCn1c(O)c(C(C)=Nc2cccc(C(=O)O)c2)c(=O)[nH]c1=O,-3.7,-0.5,-1.5,-1.1,-2.4,.,0.3,3.3,-4.1,0.2
CN(C)S(=O)(=O)c1cccc(C(=O)N2CCC(C(=O)O)(c3ccccc3)CC2)c1,-0.4,3.1,2.6,9.1,-7.5,.,-0.3,-0.1,7.5,-4.1
COc1ccc(C(=O)N2CCOCC2)cc1S(=O)(=O)N1CCC(C)CC1,3.1,-0.1,-0.6,-10.8,4.7,22.8,2.4,.,.,-1.8
CC1=CC(O)C(O)C2(C)C1CC1OC(=O)CC3C(C)C(O)C(=O)C2C13CO (stereo not given),3.7,-3.8,-2.1,10.5,8.1,-12.1,-0.5,.,-20.6,-4.1
COc1cccc(C2C([N+](=O)[O-])=C(N)Oc3c2c(=O)oc2ccccc32)c1 (stereo not given),-0.5,2.7,2.8,-9.8,-4.7,-7.0,-0.9,0.7,.,-2.3
Cn1c(O)c(/C=C2\C=c3ccccc3=NC2=O)c(=O)n(C)c1=O,3.1,1.9,3.1,-22.0,-11.0,-13.7,1.4,0.3,5.0,-6.9
COCCNC(=O)N1[C@H]2CC[C@@H]1C(C(=O)OC)=C(c1ccc(OC(F)(F)F)cc1)C2,2.3,.,-0.6,10.4,-20.9,-22.0,1.4,-1.1,-20.7,-8.1
CCOP(=O)(OCC)C(NC(=O)c1ccc(Cl)cc1)=C(Cl)Cl,0.7,-3.1,5.3,-3.5,-1.2,-46.0,0.8,.,-4.5,-7.2
O=Cc1cn(Cc2c(F)cccc2Cl)nc1-c1ccccc1,4.6,-4.2,-2.0,2.3,-26.3,2.4,0.4,-4.0,20.7,-7.3
COc1ccc(C2=NCC(=S)Nc3ccc(Cl)cc32)cc1OC,-1.9,-2.3,0.5,1.4,-3.1,22.0,0.5,-5.4,-5.3,3.7
O=Cc1c(C(=O)O)n(Cc2ccccc2F)c2ccccc12,2.9,-1.6,-2.3,-8.3,8.6,-16.2,1.2,-0.1,-21.0,0.6
CCOC(C(=O)OCC(O)CN(CC)CC)(c1ccccc1)c1ccccc1 (stereo not given),10.2,5.7,-1.2,-2.4,10.1,2.5,-0.3,-11.3,16.3,1.4
CC(=O)C1CCC2C3CCC4CC(O)CCC4(C)C3C(O)CC12C (stereo not given),2.9,3.3,-1.2,-5.6,4.6,-27.3,-0.4,-4.3,4.6,3.0
CCCCc1nc2ccccc2c(=O)n1-c1ccc(Cl)cc1[N+](=O)[O-],1.8,0.1,-0.8,11.2,-16.2,-0.4,1.1,.,4.7,2.0
C=CCn1c(O)c(C=NCCN2CCOCC2)c(=O)[nH]c1=S,1.5,-3.1,-2.5,19.6,6.4,-26.3,1.0,-2.1,-2.3,-8.5

# Full records from above. Order of values: V-ATPase pHluor	NSD2 inh	HTR5A ag ctr	PvdQ inh	HTR5A inv ctr	SR-BI HDL uptake	CDK5 inh	Wnt bcat act	MITF act	dFosB act
# Listed for COc1cccc(C2C([N+](=O)[O-])=C(N)Oc3c2c(=O)oc2ccccc32)c1 (stereo not given) → -0.5	2.7	2.8	-9.8	-4.7	-7.0	-0.9	0.7	.	-2.3
# Listed for COc1ccc(C(=O)N2CCOCC2)cc1S(=O)(=O)N1CCC(C)CC1 → 3.1	-0.1	-0.6	-10.8	4.7	22.8	2.4	.	.	-1.8
# Listed for CN(C)S(=O)(=O)c1cccc(C(=O)N2CCC(C(=O)O)(c3ccccc3)CC2)c1 → -0.4	3.1	2.6	9.1	-7.5	.	-0.3	-0.1	7.5	-4.1

# (further entries)
SMILES,V-ATPase pHluor,NSD2 inh,HTR5A ag ctr,PvdQ inh,HTR5A inv ctr,SR-BI HDL uptake,CDK5 inh,Wnt bcat act,MITF act,dFosB act
Cc1cc(-c2ccc(N)c(C)c2)ccc1N,5.3,.,0.8,-11.0,-3.5,28.8,-0.7,4.0,6.4,6.0
C=CCn1c(O)c(C(CC)=Nc2ccc(NC(C)=O)cc2)c(=O)[nH]c1=O,0.0,-0.4,4.1,-1.8,-10.9,15.6,-3.1,-0.8,-1.9,-2.6
CC(=O)C1C(N2CC2)CC2C3CC=C4CC(O)CCC4(C)C3CCC21C (stereo not given),1.4,19.5,-0.5,-2.9,1.6,-6.9,1.3,-3.7,-1.0,36.4*
CC(=O)O/C(=C1\CC2C3CC=C4CC(OC(C)=O)CCC4(C)C3CCC2(C)C1=O)C(F)(F)F (stereo not given),1.7,0.8,4.0,-0.9,-15.5,-27.6,-2.7,-3.9,-14.9,-6.5
CCN(CC)C(=O)Cn1cc(/C=C2\C(=O)NC(=O)N(c3ccccc3F)C2=O)c2ccccc21,-2.5,5.3,2.1,3.2,-8.1,-20.3,0.8,5.9,-8.3,-0.5
CCCCCn1c(=O)c(C(=O)NCc2ccncc2)c(O)c2ccccc21,3.8,-0.5,-0.8,-14.0,-3.7,9.6,2.0,.,-7.3,-44.3
CCN1C[C@]2(COC)CC[C@H](OC)[C@@]34C5C[C@H]6C(=O)C5[C@](O)(C[C@H]6OC)[C@@](O)(C(OC)C23)[C@@H]14 (stereo not given in full),-0.4,.,3.7,-16.7,1.2,3.8,-2.2,-1.5,4.4,-0.3
OC(c1ccccc1)(c1ccccc1)C1CN2CCC1CC2 (stereo not given),0.3,1.8,-1.3,-14.2,3.5,0.1,-0.3,-2.7,-5.2,-11.0
Cn1cc(C=C2C(=O)NC(=O)NC2=O)c2ccccc21,0.9,0.4,2.8,-4.9,-11.0,-21.3,-0.2,-1.7,-1.5,-23.6
CN1Cc2cccnc2N(C)Cc2cc(Cl)ccc21,-4.2,8.0,-0.2,-8.4,-0.1,28.2,1.1,-0.8,-18.2,-1.7
O=C1CC(=O)N(c2ccccc2)C(=O)N1,4.9,-2.0,-0.1,-1.0,0.2,-12.2,-3.0,-3.0,-2.3,-2.6
CCCCN1C(=O)NC(=O)C2(Cc3c(nc4ccccn4c3=O)N3CCc4ccccc4C32)C1=O (stereo not given),2.7,-0.2,-3.0,-12.3,9.2,.,-0.6,-4.9,.,-17.2
C/C(=N\Nc1cccc2ccccc12)c1c(O)n(Cc2ccccc2)c(=O)[nH]c1=O,-3.5,3.4,4.8,-9.6,16.6,39.7,0.9,1.2,-0.6,-1.8
O=c1[nH]c(O)c(/C=C2/C=CC(c3cc(Cl)ccc3Cl)=N2)c(=O)[nH]1,-1.4,8.9,4.7,0.7,-12.8,-2.0,1.9,-3.8,-17.1,3.1
COc1ccc(C(CN(C)C)C2(O)CCCCC2)cc1 (stereo not given),-2.1,.,-3.4,-13.6,-18.4,1.6,-0.2,0.8,6.5,-3.6
